# Source: PubChem
# esBAF inh – blocks esBAF chromatin remodeling in mouse ES cells. Bmi1-luciferase knock-in reporter, 24 h; 100% = twice the neutral-well signal. reporter increase, % at 12.5 µM. 350,000 tested, 2% active. AID 602393; in the data active = activation above about 40%;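 note: 0% = median of the plate's neutral control wells and 100% = double that signal; a rise in the Bmi1 reporter signal indicates esBAF inhibition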
# SIRT5 block – blocks human SIRT5 desuccinylation of peptide | Purified SirT5, succinyl-peptide AMC, trypsin-coupled fluorescence | Q9NXA8 | inhibition, % at 15 µM | 330,000 tested, 1.1% active; in the data active = inhibition above about 15%
# Target sequence (Q9NXA8 whole entry, looked up): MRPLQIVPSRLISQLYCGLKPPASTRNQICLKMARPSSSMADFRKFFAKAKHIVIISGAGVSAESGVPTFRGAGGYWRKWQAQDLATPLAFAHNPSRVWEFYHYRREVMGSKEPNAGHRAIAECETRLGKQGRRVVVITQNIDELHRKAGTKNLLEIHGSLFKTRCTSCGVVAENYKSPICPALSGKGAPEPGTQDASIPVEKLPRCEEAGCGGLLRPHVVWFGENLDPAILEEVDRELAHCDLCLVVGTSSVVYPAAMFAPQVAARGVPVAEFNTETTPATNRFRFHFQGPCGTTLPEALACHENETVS
# Cneo AK release – Cryptococcus neoformans lysis via adenylate kinase release | C. neoformans lysis, adenylate kinase release luminescence, 4 h; normalised: neutral wells 0, clomiphene wells 100 | lysis activity, % at 15 µM | 360,000 tested, 0.2% active | AID 651654;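 active = mean lysis activity across replicates of at least 80%, whatever share of replicates individually reach that level; inactive = mean lysis activity below 80%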
#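 Assay system: log-phase C. neoformans yeast / Quantity: yeast cell density of 5 × 10^6 cells/mL / Medium: fresh YPD growth medium / Compound: single dose / Timing: static 4 h at 37 °C with compound, 1 h detection / Measured by: adenylate kinase release luminescence / Read-out: lysis from increased AK signal / Benchmarks: Clomiphene as positive lysis control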
# Statin myotox sup – suppressors of simvastatin-induced myotoxicity in C2C12 myotubes; ATP luminescence, 48 h; scaled: DMSO 0, geranylgeraniol control 100; rescue of ATP level, % at 7.49 µM; 330,000 tested, 0.78% active; AID 602340;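 active = mean ATP rescue above about 67%, or every replicate alone reaching that limit, limit read from the data, passing the limit was not always enough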;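 note: myotubes were challenged with 10 µM simvastatin during compound exposure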
# ERp5 inh – inhibitors of human ERp5; Q15084; ERp5 insulin aggregation, absorbance 650 nm, 90 min; inhibition, % at 9.99 µM; 350,000 tested, 0.05% active;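 active = mean replicate inhibition above about 25%, with every replicate also reaching it, limit read from the data, passing the limit was not always enough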
# Target sequence (Q15084 whole entry, looked up): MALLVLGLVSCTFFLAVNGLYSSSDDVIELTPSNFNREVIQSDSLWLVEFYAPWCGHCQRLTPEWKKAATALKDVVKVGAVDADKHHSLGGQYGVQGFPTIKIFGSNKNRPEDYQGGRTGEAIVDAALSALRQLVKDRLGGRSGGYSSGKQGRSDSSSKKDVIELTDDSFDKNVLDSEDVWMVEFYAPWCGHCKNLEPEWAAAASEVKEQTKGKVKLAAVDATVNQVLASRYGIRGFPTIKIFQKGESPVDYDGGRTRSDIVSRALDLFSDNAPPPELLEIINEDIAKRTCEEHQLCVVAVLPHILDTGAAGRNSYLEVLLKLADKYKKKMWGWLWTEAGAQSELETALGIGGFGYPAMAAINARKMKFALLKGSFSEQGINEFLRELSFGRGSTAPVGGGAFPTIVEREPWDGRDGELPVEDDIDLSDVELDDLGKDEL
# ARNT TACC3 PPI – ARNT/TACC3 interaction disruption | Q9Y6A5 | AlphaScreen His-ARNT PAS-B/GST-TACC3 binding, luminescence; TACC3 fragment carries E629A point mutation | inhibition, % at 9.99 µM | 390,000 tested, 0.66% active | AID 623870;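 active = mean inhibition of replicates at least 50% and at least half of replicates each reaching 50%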;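 note: 0% = complete ARNT plus TACC3 wells and 100% = ARNT alone without TACC3; many hits fall short of the cut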
# miR122 inh – blocks miR-122 activity in Huh7 sensor cells; 340,000 tested, 0.3% active; activation (reporter increase), % at 12.5 µM; Huh7 miR-122 Renilla luciferase sensor, 48 h; neutral wells = 0, positive control = 100;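 active = mean replicate activation score at least 90 and every replicate individually at or above 90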;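 note: higher luciferase means less miR-122 activity so hits act as miR-122 inhibitors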
# An asterisk follows results filed as active; . = no result given; & = joins results of further samples; [ ] = remark or other dose.
SMILES,esBAF inh,SIRT5 block,Cneo AK release,Statin myotox sup,ERp5 inh,ARNT TACC3 PPI,miR122 inh
Cc1ccc(C)c(-c2nnc(NC(=O)c3ccco3)o2)c1,-6,-3,-9,-13,-3,24,3
C[C@@H]1CN([C@@H](C)CO)C(=O)Cc2cc(NC(=O)C3CCCCC3)ccc2O[C@H]1CN(C)S(=O)(=O)c1cccs1,5,3,2,-16,-3,-1,9[16.7 µM]
C[C@@H]1CCCCO[C@@H](CN(C)C(=O)C2CCCCC2)[C@H](C)CN([C@H](C)CO)C(=O)c2cc(NC(=O)C3CCCCC3)ccc2O1,11,5,-1,.,9,-12,-16[16.7 µM]
Cc1cc(C(=O)Nc2ccccc2C(=O)N2CCCCC2)ccc1[N+](=O)[O-],-3,-1,-3,.,5,-6,.
CC(=O)Nc1cccc(NC(=O)COc2ccccc2C)c1,13,-2,-4,4,2,4,-4
O=C(Cc1cccs1)N1CCN(S(=O)(=O)c2cccc([N+](=O)[O-])c2)CC1,-5,-3,4,-17,-1,0,.
CN(CCCN1CCOCC1)C(=O)c1cc(COc2c(F)cccc2F)on1,-1,-1,2,0,2,-2,-4
C[C@H](O)C#Cc1ccc2c(c1)O[C@H](CN(C)C(=O)C1CCC1)[C@@H](C)CN([C@H](C)CO)S2(=O)=O,1,-4,1,3,9,27,1[16.7 µM]
Cc1cc(F)ccc1S(=O)(=O)N(CC(=O)N1CCOCC1)CC(=O)N1CCOCC1,-4,-2,-1,3,0,-6,-2
C[C@@H]1CCCCO[C@@H](CN(C)S(=O)(=O)c2cn(C)cn2)[C@H](C)CN([C@@H](C)CO)C(=O)c2cc(NS(=O)(=O)c3ccccc3)ccc2O1,11,-8,-7,.,0,-7,-4[16.7 µM]
CCn1c(SCC(=O)NCCCN2CCCC2=O)nnc1-c1cccc(C)c1,-4,-2,0,2,9,25,2
COc1ccc(CN(C)C[C@H]2Oc3ccc(NS(=O)(=O)c4ccc(Cl)cc4)cc3C(=O)N([C@@H](C)CO)C[C@H]2C)cc1,-3,6,3,28,9,.,-2[16.7 µM]
CCNC(=O)[C@H]1[C@H](CO)[C@H]2Cn3c(ccc(-c4cccnc4)c3=O)[C@@H]1N2Cc1ccccc1,-3,-1,2,-3,-2,-8,2[16.7 µM]
O=C(Nc1ccc(F)c(Cl)c1)C1CCCCC1,0,.,3,-9,0,-3,2
CCCCOc1ccc(NS(=O)(=O)c2ccc(-n3cnnn3)cc2)cc1,4,-4,-1,10,-10,-4,-6
CO[C@@H]1CN(C)C(=O)c2ccc(NC(=O)Nc3ccccc3F)cc2OC[C@@H](C)N(Cc2ccccc2C(=O)O)C[C@H]1C,0,1,-6,1,3,-1,-1[16.7 µM]
CCN(C(=O)COC(=O)/C=C/c1cccc(Br)c1)C1CCS(=O)(=O)C1 (stereo unspecified),-9,-2,-1,-1,3,-8,.
CO[C@H]1CN(C)C(=O)c2ccc(NS(=O)(=O)c3cccc(Cl)c3)cc2OC[C@H](C)NC[C@H]1C,-10,-3,1,11,6,-1,.
Cc1ccc(S(=O)(=O)Nc2ccc3c(c2)C(=O)N([C@H](C)CO)C[C@@H](C)[C@@H](CN(C)C(=O)NC2CCCCC2)OCCCC[C@H](C)O3)cc1,14,6,-1,.,-3,-18,6[16.7 µM]
CCOC(=O)C1CCN(C(=O)COc2cc(C)c(Br)c(C)c2)CC1,-7,2,1,10,4,-4,.
Cc1cc(OC(C)C(=O)NCC2CCC(C(=O)O)CC2)c2c(C)c(C)c(=O)oc2c1 (stereo unspecified),-6,-17,-3,16,3,-9,-2
CC(C)(C)[C@H]1COC(=O)[C@H](NC(=O)OCC2c3ccccc3-c3ccccc32)C/C=C\C[C@@H](CC(=O)N(CCO)Cc2ccccc2)C(=O)N1,-13,.,2,-26,-2,6,-1
Cn1ccc2c(N3CCCCCCC3)cc3c(c21)C1CCC3O1 (stereo unspecified),2,-3,-3,-6,-1,.,-8
CSCCC(NS(=O)(=O)c1ccccc1F)C(=O)NCc1ccncc1 (stereo unspecified),.,-1,.,.,-1,-2,2
COC(=O)C[C@@H]1CC[C@@H](NS(=O)(=O)c2ccc(OC)cc2)[C@@H](CO)O1,-5,7,9,-4,1&5,35,.
CCOc1ccc(-c2cc(C(=O)NN=C3CCN(C)CC3)[nH]n2)cc1,.,0,.,.,3,-5,.
O=C(NCC1CCCO1)c1cccc(NC(=O)c2ccc(Br)cc2)c1 (stereo unspecified),3,-1,-7,-3,-8,-4,-4
CCNC(=S)NNC(=O)c1cc(-c2cccc(OCC)c2)nc2ccccc12,16,.,-9,30,.,12,17
CCCn1c(SCC(=O)NCc2ccc(Cl)cc2)n[nH]c1=O,3,-4,-6,4,3,13,-6
Cc1c(C)c2ccc(OCC(=O)Nc3ccccn3)c(C)c2oc1=O,-85,-5,-5,-67,6,0,2

# Rewritten with values under each structure: 2 of the compounds above
# Under each structure: esBAF inh | SIRT5 block | Cneo AK release | Statin myotox sup | ERp5 inh | ARNT TACC3 PPI | miR122 inh
> Cc1c(C)c2ccc(OCC(=O)Nc3ccccn3)c(C)c2oc1=O
  -85 | -5 | -5 | -67 | 6 | 0 | 2
> CCOc1ccc(-c2cc(C(=O)NN=C3CCN(C)CC3)[nH]n2)cc1
  . | 0 | . | . | 3 | -5 | .

# (list continues)
SMILES,esBAF inh,SIRT5 block,Cneo AK release,Statin myotox sup,ERp5 inh,ARNT TACC3 PPI,miR122 inh
CS(=O)(=O)N(CC(=O)N/N=C/c1cccc2c1OCCO2)c1ccccc1Br,7,.,.,1,.,4,-1
O=C(CC(=O)NC1CCCCC1)N/N=C/c1ccccc1[N+](=O)[O-],27,-3,1,-1,2,1,7
CCOc1ccc(C(=O)NCC(=O)NCC(c2cccs2)N2CCOCC2)cc1 (stereo unspecified),4,-5,1,5,-4,-1,.
Cc1ccc(Sc2ncnc3onc(C)c23)c(C)c1,.,-2,.,.,1,-2,-1
CC1CCN(S(=O)(=O)c2cc3c4c(c2)CCN4C(=O)CC3)CC1,5,1,-1,4,0,0,.
CNCC(=O)Nc1ccc(OC(F)(F)F)cc1,-8,0,-1,11,3,-4,-1
CC1(C)CC(=O)C=C(Nc2ccccc2N)C1,4,4,5,1,-9,51*,4
Cc1cc(C)n(-c2nnc3n2N=C(c2ccccc2)CS3)n1,-6,.,-1,7,.,0,1
Cc1nc2ncnn2c(C)c1Cc1cccc(F)c1,-3,-4,3,9,0,-5,-2
O=C1c2ccccc2C(=O)C1c1ccc(Cl)cc1,0,-2,2,6,-1,-5,3

# Part of the list above, with two lines to a compound.
# Results follow in this order: esBAF inh, SIRT5 block, Cneo AK release, Statin myotox sup, ERp5 inh, ARNT TACC3 PPI, miR122 inh
CNCC(=O)Nc1ccc(OC(F)(F)F)cc1
    -8, 0, -1, 11, 3, -4, -1
CC1(C)CC(=O)C=C(Nc2ccccc2N)C1
    4, 4, 5, 1, -9, 51*, 4

# Three compounds from above, sorted by the value under ARNT TACC3 PPI, falling:
SMILES	ARNT TACC3 PPI
Cc1ccc(C)c(-c2nnc(NC(=O)c3ccco3)o2)c1	24
Cc1cc(C)n(-c2nnc3n2N=C(c2ccccc2)CS3)n1	0
Cc1cc(OC(C)C(=O)NCC2CCC(C(=O)O)CC2)c2c(C)c(C)c(=O)oc2c1 (stereo unspecified)	-9

# Other results follow.
SMILES,esBAF inh,SIRT5 block,Cneo AK release,Statin myotox sup,ERp5 inh,ARNT TACC3 PPI,miR122 inh
Cc1cccc(S(=O)(=O)N2[C@@H]3c4cccc(=O)n4C[C@H]2[C@H](CO)[C@H]3C(=O)NC2CCC2)c1,-2,0,-1,-19,9,-1,1[16.7 µM]
Cc1ccc(S(=O)(=O)N(CC(=O)NCCSc2ccccn2)c2ccccc2F)cc1,4,-1,2,52,2,0,-5
CC(C)C(=O)N1CCN(c2ccccc2NC(=S)NC(=O)c2cccs2)CC1,-7,-1,-2,-4,2,-4,.
C[C@@H]1CN([C@H](C)CO)S(=O)(=O)c2ccc(-c3ccccc3F)cc2O[C@@H]1CN(C)Cc1cncnc1,-5,-5,3,-54,0,-2,3[16.7 µM]
CCN(C(=O)COC(=O)c1ccc(Br)o1)C1CCCCC1,-5,2,-7,1,5,1,3
S=C(NCc1ccco1)NCC(c1ccco1)N1CCCCC1 (stereo unspecified),.,-3,.,.,1,-29,.
C[C@H]1CN([C@@H](C)CO)S(=O)(=O)c2ccc(-c3ccccc3)cc2O[C@@H]1CN(C)Cc1ccccc1,-3,.,.,-47,.,.,22[16.7 µM]
COc1ccc2c(CC(=O)OCC(=O)Nc3ccc4c(c3)OCO4)coc2c1,-5,.,3,6,.,-1,-1
COc1cccc(CN(C)C(=O)c2cccc(S(=O)(=O)N3CCN(c4ccccc4)CC3)c2)c1,-7,.,-3,19,-1,.,-6
CC1CCCCN1C(=O)c1cc2nc(-c3ccccc3)cc(-c3ccccc3)n2n1 (stereo unspecified),9,.,1,-2,.,-12,121*
CO[C@@H]1CN(C)C(=O)c2ccc(NC(=O)c3ccc(F)cc3)cc2OC[C@H](C)NC[C@H]1C,5,2,0,7,-3,-4,2[16.7 µM]
CCSc1nnc2n(-c3ccc(OC)cc3)c(=O)c3c4c(sc3n12)CCCC4,-10,.,3,-7,.,-3,-2
COCC#Cc1ccc2c(c1)O[C@H](CN(C)C(=O)Nc1ccc(OC)cc1)[C@H](C)CN([C@@H](C)CO)S2(=O)=O,0,-3,3,22,8,3,23[16.7 µM]
C[C@H]1CN([C@@H](C)CO)C(=O)c2cc(NS(=O)(=O)c3cn(C)cn3)ccc2O[C@H]1CN(C)C(=O)Nc1cccc2ccccc12,-5,-1,-3,7,-3,2,7[16.7 µM]
COc1ccccc1S(=O)(=O)N[C@@H]1CC[C@@H](CCn2cc(C3CCCCC3)nn2)O[C@@H]1CO,-3,.,.,-10,.,.,4[16.7 µM]
CS(=O)(=O)N(CC(=O)NCC1CCCO1)c1cccc(Cl)c1 (stereo unspecified),.,-4,.,.,1,15,.
CCOC(=O)C1C(=O)NC(N2CCCCC2)=NC1c1ccco1 (stereo unspecified),-6,.,3,.,.,-3,29
C=CCn1c(Sc2nnc(C)s2)nc2c1c(=O)[nH]c(=O)n2C,-10,.,1,.,.,4,-3
O=C(C[C@@H]1CC[C@@H](NC(=O)c2ccccn2)[C@@H](CO)O1)NCc1cccc(F)c1,-1,-1,41,-10,-3,-10,.
Nc1cc(=O)[nH]c(SCC(=O)Nc2cc(Cl)cc(Cl)c2)n1,-3,.,0,-9,.,-3,-1
C[C@@H]1CN([C@H](C)CO)C(=O)c2cc(N(C)C)ccc2O[C@@H](C)CCCCO[C@H]1CN(C)C(=O)Nc1cccc2ccccc12,21,0,1,34,-2,12,-3[16.7 µM]
CC(=O)c1sc(Nc2cccc(C)c2)nc1C,.,2,.,.,2,-16,.
C/C=C/c1ccc2c(c1)O[C@@H](CN(C)C(=O)c1ccc3c(c1)OCO3)[C@@H](C)CN([C@@H](C)CO)S2(=O)=O,2,-1,-1,12,0,24,0[16.7 µM]

# Single records (already shown). Order of values: esBAF inh, SIRT5 block, Cneo AK release, Statin myotox sup, ERp5 inh, ARNT TACC3 PPI, miR122 inh
# Nc1cc(=O)[nH]c(SCC(=O)Nc2cc(Cl)cc(Cl)c2)n1 reads -3, ., 0, -9, ., -3, -1
# C[C@@H]1CN([C@H](C)CO)C(=O)c2cc(N(C)C)ccc2O[C@@H](C)CCCCO[C@H]1CN(C)C(=O)Nc1cccc2ccccc12 reads 21, 0, 1, 34, -2, 12, -3[16.7 µM]
# CCOC(=O)C1C(=O)NC(N2CCCCC2)=NC1c1ccco1 (stereo unspecified) reads -6, ., 3, ., ., -3, 29
# COCC#Cc1ccc2c(c1)O[C@H](CN(C)C(=O)Nc1ccc(OC)cc1)[C@H](C)CN([C@@H](C)CO)S2(=O)=O reads 0, -3, 3, 22, 8, 3, 23[16.7 µM]
